M4 antag = human M4 muscarinic receptor antagonists, primary screen, CHO cells, Fluo-8 calcium fluorescence; Muscarinic acetylcholine receptor M4 (Homo sapiens), P08173; inhibition, % at 3 µM; 360,000 tested, 0.73% active; CHO-hM4 cells, ACh EC80;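 active = inhibition above its plate's cutoff, the mean inhibition of sample wells plus 3 SD, cut at about 27% in these data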;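 note: 0% = acetylcholine EC80 with DMSO and 100% = DMSO without agonist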
CRFBP-R2 agonist = agonists of CRF-BP/CRF-R2 complex, primary screen, cell-based, HEK293, calcium dye fluorescence, uHTS; AID 588473, 2011; calcium dye fluorescence (FLIPR); percent of saturating CRF peptide response; CRF-binding protein / CRF receptor 2 complex (human); 350,000 tested, 0.46% active; activation, % at 13.2 µM;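 active = activation of at least 50%, plus an integration ratio under a set limit after plate pattern correction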;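 note: plate controls were neutral control wells without compound for no effect and CRF at EC100 for full effect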
CHRM5 PAM = human M5 muscarinic receptor positive allosteric modulators, primary screen, CHO-K1 cells, Fluo-8 calcium fluorescence. Muscarinic acetylcholine receptor M5 (Homo sapiens), P08912. CHO-K1 hM5, ACh EC20 PAM; 0% = ACh EC20, 100% = ACh EC100. activation, % at 3 µM. 360,000 tested, 0.3% active. AID 624038, 2012;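 active = activation above the run cutoff, the mean activation of all test compounds plus 3 SD, cut at about 18% in these data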
Target sequence (P08912 whole entry, looked up): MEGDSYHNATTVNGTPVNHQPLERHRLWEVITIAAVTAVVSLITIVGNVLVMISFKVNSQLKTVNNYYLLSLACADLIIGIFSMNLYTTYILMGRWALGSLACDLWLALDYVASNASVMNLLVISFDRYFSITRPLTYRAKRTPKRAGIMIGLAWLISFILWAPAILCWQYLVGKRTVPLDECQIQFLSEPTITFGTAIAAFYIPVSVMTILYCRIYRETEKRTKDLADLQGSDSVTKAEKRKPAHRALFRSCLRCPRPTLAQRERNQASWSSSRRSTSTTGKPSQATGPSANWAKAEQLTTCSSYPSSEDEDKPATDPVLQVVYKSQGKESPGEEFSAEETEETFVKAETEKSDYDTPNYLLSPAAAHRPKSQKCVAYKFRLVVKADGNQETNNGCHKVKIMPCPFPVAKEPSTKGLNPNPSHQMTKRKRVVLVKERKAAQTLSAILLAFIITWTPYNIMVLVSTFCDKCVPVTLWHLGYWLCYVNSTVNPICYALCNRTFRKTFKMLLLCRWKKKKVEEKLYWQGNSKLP
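Measured by: Fluo-8 calcium fluorescence; material: human M5 receptor in CHO-K1 cells; schedule: Post-acetylcholine fluorescence recording 140 s; benchmarks: low control EC20 acetylcholine (0%), high control EC100 acetylcholine (100%); read-out: Max/basal fluorescence ratio as % of EC20–EC100 ACh window; compound: single dose, 3 µM nominal final test concentration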
M4 PAM = human M4 muscarinic receptor positive allosteric modulators, primary screen, CHO-K1 cells, Fluo-8 calcium fluorescence; AID 624126, 2012; activation, % at 3 µM; Muscarinic acetylcholine receptor M4 (Homo sapiens), P08173; CHO-K1 hM4/Gqi5, ACh EC20; 0% = ACh EC20, 100% = maximal ACh; 360,000 tested, 0.4% active;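 active = activation above its plate's cutoff, the mean activation of sample wells plus 3 SD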; note: some results filed as inactive read as strong as hits
CHRM1 PAM = human M1 muscarinic receptor positive allosteric modulators, primary screen, CHO-K1 cells, Fluo-8 calcium fluorescence, 1536-well | activation, % at 3 µM | CHO-K1 hM1, ACh EC20; 0% = ACh EC20, 100% = maximal ACh | 360,000 tested, 0.088% active | Muscarinic acetylcholine receptor M1 (Homo sapiens), P11229; in the data active = activation above about 19%, passing the limit was not always enough
Target sequence (P11229 whole entry, looked up): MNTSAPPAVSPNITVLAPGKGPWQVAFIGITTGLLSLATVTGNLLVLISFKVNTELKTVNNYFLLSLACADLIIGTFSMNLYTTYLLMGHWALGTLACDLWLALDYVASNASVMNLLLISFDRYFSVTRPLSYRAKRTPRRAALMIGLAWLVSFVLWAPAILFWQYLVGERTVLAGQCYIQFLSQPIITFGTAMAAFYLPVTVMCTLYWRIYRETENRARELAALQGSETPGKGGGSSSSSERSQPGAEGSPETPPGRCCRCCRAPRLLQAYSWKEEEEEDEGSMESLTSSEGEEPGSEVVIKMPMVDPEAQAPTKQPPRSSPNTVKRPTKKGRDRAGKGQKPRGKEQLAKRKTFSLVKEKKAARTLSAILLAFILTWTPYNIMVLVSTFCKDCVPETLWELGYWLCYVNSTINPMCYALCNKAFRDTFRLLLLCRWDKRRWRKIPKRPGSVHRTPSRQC
M1 antag = human M1 muscarinic receptor antagonists, primary screen, CHO-K1 cells, Fluo-8 calcium fluorescence, 1536-well; CHO-K1 hM1, ACh EC80 antagonist; inhibition, % at 3 µM; 360,000 tested, 1.3% active; AID 588852, 2011;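 active = percent inhibition above its own plate's cutoff, namely the mean of that plate's compound wells plus 3 SD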;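 note: peak over basal fluorescence ratio during 140 s after agonist addition; 0% = ACh EC80 plus DMSO and 100% = DMSO alone without agonist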
CHRM4 agonist = human M4 muscarinic receptor agonists, primary screen, CHO-K1 cells, Fluo-8 calcium fluorescence | CHO-K1 hM4/Gqi5; vehicle 0%, full acetylcholine response 100% | activation, % at 3 µM | 360,000 tested, 0.14% active | AID 624127, 2012;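 active = activation above the run mean over all test wells plus 3 SD, cut at about 32% in these data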;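 note: peak over basal fluorescence ratio per well then scaled between controls; 0% = DMSO wells and 100% = acetylcholine at EC100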
CHRM5 antagonist = human M5 muscarinic receptor antagonists, primary screen, CHO cells, Fluo-8 calcium fluorescence; inhibition, % at 3 µM; CHO-hM5 cells, ACh EC80; 360,000 tested, 0.59% active; AID 624040, 2012; Muscarinic acetylcholine receptor M5 (Homo sapiens), P08912;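 active = inhibition above a per-plate cutoff, the mean of that plate's test compounds plus 3 SD, cut at about 27% in these data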;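 note: 0% = acetylcholine EC80 with DMSO and 100% = DMSO without agonist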
M5 ag = human M5 muscarinic receptor agonists, primary screen, CHO-K1 cells, Fluo-8 calcium fluorescence; Muscarinic acetylcholine receptor M5 (Homo sapiens), P08912; CHO-K1 hM5 cells; 0% DMSO wells, 100% maximal acetylcholine response; activation, % at 3 µM; 360,000 tested, 0.19% active;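 active = activation above the run's mean over test compounds plus 3 SD, cut at about 23% in these data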;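 note: signal is peak over basal fluorescence ratio across the kinetic read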
* hit, by the source's call; nt = not tested or not shown.

SMILES	M4 antag	CRFBP-R2 agonist	CHRM5 PAM	M4 PAM	CHRM1 PAM	M1 antag	CHRM4 agonist	CHRM5 antagonist	M5 ag
CCOC(=O)C1CCCN(C(=O)c2cn(CC)c3ccc(S(=O)(=O)N(C)C)cc3c2=O)C1 (stereo not drawn)	6	-2.5	1	-6	-1	3	0	-1	1
O=C(CSc1n[nH]c(-c2ccncc2)n1)NC1CCS(=O)(=O)C1 (stereo not drawn)	1	2.4	4	9	6	-5	-1	-6	-2
Fc1cccc(Cc2noc(CN3CCC(c4ccncc4)CC3)n2)c1	5	-1.1	-7	-9	-5	7	7	2	0
COc1ccc([C@@]23Oc4cc(OC)cc(OC)c4[C@]2(O)[C@H](O)[C@H](C(=O)N(C)C)[C@H]3c2ccccc2)cc1	4	3.7	-8	-3	2	-10	0	2	4
CC1(C)CC(=O)C(c2ccccc2)(c2ccccc2)C(=O)C1	-4	-2.3	-8	-5	-7	6	-1	17	-3
COC(=O)C1=C(C)Nc2nnnn2C1c1cccs1 (stereo not drawn)	-3	-3.1	-3	-4	11	-4	-1	3	-2
COc1ccc(/C=C2\SC(N)=NC2=O)cc1	1	-2.7	-4	-6	5	-13	0	2	4
Cc1c(N(C(=O)c2cnccn2)C2(C(=O)NC3CCCC3)CCCCC2)c(=O)n(-c2ccccc2)n1C	-5	-2.7	4	17	13	-4	0	4	4
O=C(Nc1ccccn1)c1ccc(Cl)s1	7	0.5	-9	2	-1	3	1	9	-4
Cc1ccccc1Cn1c(C)c(C(=O)NCc2cccc(C(F)(F)F)c2)sc1=O	2	nt	1	-2	-3	0	2	-2	1
COc1ccc(C(C)(NC(C)=O)c2nc(-c3cccc(C#N)c3)cs2)cc1 (stereo not drawn)	-13	nt	5	3	17	-14	1	-7	0
CC(=O)N1CC(C)Oc2ccc(S(=O)(=O)NC(CC(=O)O)c3ccc(C)cc3C)cc21 (stereo not drawn)	-1	-1.0	2	10	10	-5	0	-5	-1
COc1ccc(-c2cc(C)no2)cc1S(=O)(=O)NCCCN1CCCCCC1	-24	1.5	5	-10	7	-10	2	-13	-5
O=C(O)COc1ccccc1/C=N/NC(=O)CSc1nc2ccccc2s1	-7	-3.9	-2	10	1	-21	0	-6	-4
O=C(NCC(c1ccco1)N1CCOCC1)c1c(F)cccc1F (stereo not drawn)	-7	-1.7	6	5	6	-11	0	-4	0
CN1CCN(C(=O)CN(C)S(=O)(=O)c2cc(Cl)ccc2Cl)CC1	-2	1.8	4	5	13	-17	2	8	-2
CC(=O)Nc1ccc(-c2csc(N/N=C(/C)c3ccccc3)n2)cc1	-10	-2.9	-4	-4	1	11	0	-2	6
Cc1ccc(C)c(OC(=O)c2cncc(Br)c2)c1	4	0.0	3	3	-1	1	-2	2	-1
O=C(O)COn1c(-c2ccccc2)nc2ccc(Cl)cc21	0	0.1	8	13	5	2	1	1	1
Cc1cccc(NC(=O)C2CCCN(C(=O)NCc3ccccc3)C2)c1C (stereo not drawn)	-9	-1.8	-4	6	2	4	2	5	-3
Cc1ccc(NC(=S)N/N=C2\CC3CC=CC23)c(C)c1 (stereo not drawn)	2	-2.2	1	4	10	-16	-1	9	-1
O=C(NCCCN1CCOCC1)c1cc(-c2ccc(F)cc2)on1	16	1.3	-11	-12	1	-2	1	11	0
S=C(NCC1CCCO1)N1CCN(c2ccccc2)CC1 (stereo not drawn)	-4	0.4	-2	1	4	-5	0	4	0
COc1ccccc1CC(=O)Nc1cccc(C)n1	7	-0.5	-6	-11	-2	8	2	9	0
C=CCn1c(SCCOc2ccc(OC)cc2)nnc1C(C)NC(=O)c1ccc(OC)cc1 (stereo not drawn)	0	-0.9	-1	3	11	-9	-1	-1	0
COc1ccc(OC)cc1	-14	2.1	1	8	13	-20	1	7	2
COCCNC(=O)CSc1nc2nc(C)cc(C)n2n1	2	-2.4	-5	0	-6	11	1	11	-1
CC1(CCc2ccccc2)NC(=O)N(CC(=O)N2CCc3ccccc32)C1=O (stereo not drawn)	-6	-0.6	1	7	4	-8	1	-6	-1
Cc1cc(C)cc(CC2CC(=O)N(c3ccc([N+](=O)[O-])cc3)C2=O)c1 (stereo not drawn)	-2	-2.0	-1	-3	8	-8	0	7	-5
CC1CN(c2nc3ccccc3nc2SCC(=O)Nc2ccc(F)cc2)CC(C)O1 (stereo not drawn)	-10	6.8	-6	3	-1	-2	4	0	-3

4 compounds drawn at random from the list so far, as already listed:
SMILES	M4 antag	CRFBP-R2 agonist	CHRM5 PAM	M4 PAM	CHRM1 PAM	M1 antag	CHRM4 agonist	CHRM5 antagonist	M5 ag
Cc1cc(C)cc(CC2CC(=O)N(c3ccc([N+](=O)[O-])cc3)C2=O)c1 (stereo not drawn)	-2	-2.0	-1	-3	8	-8	0	7	-5
O=C(NCCCN1CCOCC1)c1cc(-c2ccc(F)cc2)on1	16	1.3	-11	-12	1	-2	1	11	0
C=CCn1c(SCCOc2ccc(OC)cc2)nnc1C(C)NC(=O)c1ccc(OC)cc1 (stereo not drawn)	0	-0.9	-1	3	11	-9	-1	-1	0
CC1CN(c2nc3ccccc3nc2SCC(=O)Nc2ccc(F)cc2)CC(C)O1 (stereo not drawn)	-10	6.8	-6	3	-1	-2	4	0	-3

Other entries follow.
SMILES	M4 antag	CRFBP-R2 agonist	CHRM5 PAM	M4 PAM	CHRM1 PAM	M1 antag	CHRM4 agonist	CHRM5 antagonist	M5 ag
CC1CCCC(NC(=O)COC(=O)c2cccc(NS(=O)(=O)/C=C/c3ccccc3)c2)C1C (stereo not drawn)	-4	-2.1	-3	-6	-6	12	1	5	-1
Cc1nc(-c2ccccc2)sc1C(=O)CSc1ccc(Cl)cc1	-4	6.5	3	4	-9	-7	0	1	-1
CCOC(=O)c1c(C)[nH]c(C)c1C(=O)COC(=O)/C=C/c1ccco1	-8	-1.9	-5	16	0	-1	5	7	-3
CCCC(=O)O[C@]1(C(=O)CO)CC[C@H]2[C@@H]3CCC4=CC(=O)CC[C@]4(C)[C@H]3[C@@H](O)C[C@@]21C	-11	-0.8	-6	0	1	-26	3	4	1
CN(C(=O)c1ccc(NC(=O)Cc2ccc(NC(=O)C3CCN(C(=O)C4CCCC4)CC3)cc2)cc1)C1CC1	4	-2.9	-2	2	7	-1	1	9	1
CC1(C(=O)Nc2ccc(Cl)c(C(F)(F)F)c2)Cc2c(-c3ccccc3)ccnc2O1 (stereo not drawn)	-6	nt	-2	-1	-9	15	-1	2	0
CCOc1ccc(N/C(C)=C\C(=O)c2ccc3c(c2)OCCO3)cc1	3	-0.7	-4	8	4	-1	0	-2	-4
CCC/C(O)=N\S(=O)(=O)c1ccc(N=NN(C)C)cc1	-6	-0.2	0	10	5	-3	0	3	0
CCCCCCC1CC(=O)NC(=S)N1 (stereo not drawn)	-7	-0.7	1	7	11	-15	0	4	-6
O=C(Cc1ccc(Cl)cc1)N1CCC2(CC1)NCCc1[nH]cnc12	-1	-0.3	4	-1	0	-4	1	2	-2
COc1cccc(NC(=O)CSc2ccc3nnc(-c4ccccn4)n3n2)c1	-5	-2.8	-5	-2	8	-8	1	1	-2
CCOC(=O)C1CCN(C(=O)c2c(-c3c(Cl)cccc3Cl)noc2C)CC1	18	-0.3	-9	-1	15	-23	1	8	1
Nc1ncnc2nc(SCC(=O)Nc3cccc(C(F)(F)F)c3)[nH]c12	12	1.1	5	3	12	-6	2	1	-1
CCc1ccc2c(c1)NC(=O)C2(C)Cc1ccccc1Cl (stereo not drawn)	-13	nt	0	7	8	-13	0	-5	-2
COc1ccc(NS(=O)(=O)c2cccc(-c3n[nH]c(=S)n3Cc3ccccc3)c2)cc1	7	-1.8	-1	-1	10	-5	3	5	3
O=C(COC(=O)CNC(=O)c1ccccc1F)Nc1ncc(Cl)cc1Cl	7	-1.2	3	1	-1	-2	0	6	2
CN1C(=O)c2ccc(NC(=O)c3c(F)c(F)c(F)c(F)c3F)cc2C1=O	-1	2.8	3	-1	7	-10	1	1	-7
NC(=O)c1cccc(NC(=O)CCCCC(=O)Nc2cccc(C(N)=O)c2)c1	-10	-0.6	1	-2	17	-15	1	1	-1
Clc1cccc(CNc2ccn3nc(-c4ccc(OCCN5CCOCC5)cc4)cc3n2)c1	10	nt	-7	-5	-4	12	24	11	3
CC(=O)N/N=C/c1cc(C)n(-c2ccc(Br)cc2)c1C	5	-0.9	-7	-4	6	-9	-1	18	-3
CN(C)CC(=O)N[C@@H]1CC[C@@H](CCNS(=O)(=O)c2ccccc2)O[C@@H]1CO	7	nt	0	-1	nt	nt	1	4	1
COC(=O)CSc1nnc(-c2sc3cc(OC)ccc3c2Cl)n1C	-12	-4.9	-4	9	5	-7	2	-15	-3
COC(=O)[C@H](CCSC)NC(=O)Cn1cnc(C(=O)Nc2ccc(C)c(C)c2)n1	6	-0.8	5	-1	9	-17	2	-5	0
CCOC(=O)C1CCCN(Cc2nc(N)nc(Nc3ccc(OC)cc3)n2)C1 (stereo not drawn)	5	-0.7	-4	-4	-2	5	3	0	3
Cc1cc(OCC(=O)N2CCCC2)cc(C)c1Cl	-5	-1.2	0	1	7	-10	1	-5	-7
CSc1nc2sc3c(c2c(=O)[nH]1)CCC3	2	-2.2	0	1	-4	4	0	3	-4
CCn1c(=O)cc(OCC(=O)N(C)c2ccccc2F)c2ccccc21	-3	-1.3	-3	2	3	-11	4	0	3
Cc1cccc(CS(=O)(=O)c2ncc(Cl)c(C(=O)Nc3c(C)cccc3C)n2)c1	22	1.0	8	-7	-5	19	4	8	1
Cc1cccc(-c2cc(C(=O)Nc3c(C)n(C)n(-c4ccccc4)c3=O)c3ccccc3n2)c1	-12	-2.1	-4	-2	0	2	16	7	1
CC(C)CNC(=O)NC(=O)COC(=O)c1ccccc1Sc1ccc(C(F)(F)F)cc1[N+](=O)[O-]	-5	-2.2	0	10	7	-5	1	0	-1
COc1ccc(C(=O)NCC(=O)OCc2ccc(F)cc2)cc1	-3	1.9	1	1	11	-8	1	-5	0
Cn1nc(C(=O)NCc2ccc(F)cc2)c2c1-c1ccccc1S(=O)(=O)C2	6	-0.2	-7	-5	2	-5	7	8	-3
CN(C)C(CNC(=O)c1cc2ccccc2o1)c1ccccc1 (stereo not drawn)	-2	1.0	3	6	15	-15	0	-4	-4
COc1cccc(N2CCN(C(=O)CN3C(=O)NC(C)(c4ccc5ccccc5c4)C3=O)CC2)c1 (stereo not drawn)	0	0.6	-6	-8	-3	5	15	10	3
COc1cccc(NC(=O)C2Cc3ccccc3CN2C(=O)c2ccco2)c1 (stereo not drawn)	14	-0.9	-5	-5	3	-1	2	8	-1
CCCCCC(=O)Nc1cc(S(=O)(=O)N2CCOCC2)ccc1N1CCCCC1	2	-0.3	2	-1	6	-4	-2	2	2

High-throughput results: PubChem BioAssay, several laboratories
